Mdm2-MdmX inh – inhibitors of human Mdm2/MdmX interaction | SaOS-2 split-luciferase Mdm2/MdmX complementation, luminescence | inhibition, % at 8 µM | hit rate 3% among 330,000 | AID 485346;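 active = inhibition of at least 50% at 8 µM in the primary screen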
tim23-1 inh – inhibits growth of tim23-1 mutant yeast; S. cerevisiae tim23-1 growth, BacTiter-Glo luminescence, 24 h; AID 463212; hit rate 1.3% among 330,000; inhibition, % at 20 µM;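 active = growth inhibition of the mutant yeast at or above 50%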;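 note: temperature-sensitive mutant grown at 25 °C; plate controls were DMSO-treated mutant yeast for no effect and medium wells lacking yeast for full effect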
CXCR6 inh – inhibitors of human CXCR6 receptor; hit rate 0.36% among 360,000; inhibition, % at 20 µM; AID 602244; CHO-K1 PathHunter CXCR6 beta-arrestin, luminescence; in the data active = inhibition above about 34%, passing the limit was not always enough;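 note: antagonist mode with CXCL16 agonist at 10 nM final; 0% = 10 nM CXCL16 with DMSO and 100% = unstimulated wells without agonist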
Target sequence (O00574 whole entry, looked up): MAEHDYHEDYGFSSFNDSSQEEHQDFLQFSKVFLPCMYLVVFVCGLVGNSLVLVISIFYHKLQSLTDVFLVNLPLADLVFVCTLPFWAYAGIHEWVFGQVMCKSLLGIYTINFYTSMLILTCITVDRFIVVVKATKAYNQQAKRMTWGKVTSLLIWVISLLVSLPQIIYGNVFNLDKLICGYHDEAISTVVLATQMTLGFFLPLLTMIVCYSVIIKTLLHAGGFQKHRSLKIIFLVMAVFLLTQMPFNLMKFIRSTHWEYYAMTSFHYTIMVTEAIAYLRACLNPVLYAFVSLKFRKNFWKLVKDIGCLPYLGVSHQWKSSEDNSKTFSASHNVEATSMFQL
APJ antag – blocks the human apelin receptor APJ. hit rate 0.32% among 330,000. AID 2521. P35414. CHO-K1 APJ beta-arrestin complementation, luminescence. inhibition, % at 20 µM;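 active = inhibition above about 40% at 20 µM, limit read from the data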;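 note: cells challenged with 10 nM apelin-13 agonist together with compound; plate controls were apelin-13 plus DMSO wells for no effect and DMSO wells lacking apelin-13 for full effect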
Target sequence (P35414 whole entry, looked up): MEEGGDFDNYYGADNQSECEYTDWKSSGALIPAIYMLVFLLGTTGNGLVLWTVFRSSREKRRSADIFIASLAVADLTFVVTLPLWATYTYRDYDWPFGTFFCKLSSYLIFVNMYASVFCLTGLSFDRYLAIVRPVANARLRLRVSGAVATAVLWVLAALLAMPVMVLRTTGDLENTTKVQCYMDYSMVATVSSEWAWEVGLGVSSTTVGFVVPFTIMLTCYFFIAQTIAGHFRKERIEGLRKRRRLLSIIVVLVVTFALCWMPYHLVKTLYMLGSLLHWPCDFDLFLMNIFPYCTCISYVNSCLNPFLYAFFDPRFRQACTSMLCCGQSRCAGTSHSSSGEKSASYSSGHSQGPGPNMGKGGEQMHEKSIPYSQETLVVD
tim10-1 inh – growth inhibitors of tim10-1 mutant yeast | inhibition, % at 20 µM | AID 463190 | S. cerevisiae tim10-1 ts strain growth, BacTiter-Glo, 24 h | hit rate 2.2% among 330,000;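 active = inhibition of at least 40%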;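 note: mutant grown at 25 °C; 0% = DMSO wells with yeast and 100% = wells holding no yeast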
UPR XBP1 act – activators of adaptive arm of unfolded protein response (XBP1) | CHO-XBP1 luciferase reporter, IRE1-XBP1 UPR activation, luminescence; percent of tunicamycin response, DMSO as zero | activation, % at 20 µM | hit rate 0.33% among 330,000 | AID 463104;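 active = versus positive control, 20 µM dose yields 30% or more activation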;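 note: 100% = tunicamycin at 10 µg/mL and 0% = DMSO only wells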
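Material – CHO cell line with stable XBP1 luciferase reporter · Buffer or medium – F12 plus 10% FBS · Compound – single point, 20 µM final compound, 1% DMSO · Schedule – 16-18 h cell attachment at 37 °C, then 6 h compound exposure · Signal – Steady-Glo luminescence read · Benchmarks – high control tunicamycin 10 µg/mL final, low control DMSO vehicle only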
APJ agonist – activates the human apelin receptor APJ | activation, % at 20 µM | hit rate 0.11% among 330,000 | P35414 | AID 2520 | CHO-K1 APJ PathHunter beta-arrestin, luminescence; 0% DMSO wells, 100% apelin;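 active = activation more than six SD over the plate average, tested at 20 µM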;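 note: 0% = DMSO alone and 100% = apelin-13 at 10 nM; some results filed as inactive read as strong as hits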
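Material: CHO-K1 APJ beta-arrestin complementation cell line; Input: cell density 1000 per well; Incubation: compound stimulation 90 min at 25 °C, detection 60 min; Signal: luminescence from split beta-galactosidase complementation, Galacton Star/Emerald II substrate; Controls: DMSO-only wells as negative, 10 nM Apelin-13 as positive control.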
TIM10 inh – growth inhibitors of TIM10 yeast strain; S. cerevisiae TIM10 strain growth, BacTiter-Glo luminescence, 24 h; inhibition, % at 10 µM; hit rate 1.4% among 330,000; AID 463195;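 active = inhibition of 40% or more at the single tested concentration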;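 note: wild-type TIM10 isogenic control strain grown at permissive 25 °C; 0% = DMSO yeast wells and 100% = minimal medium wells without yeast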
UPR CHOP act – activators of apoptotic arm of unfolded protein response (CHOP). activation, % at 10 µM. hit rate 0.34% among 330,000. CHO-CHOP luciferase reporter, UPR activation, luminescence; percent of tunicamycin response over DMSO baseline. AID 449763;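 active = at 10 µM dose, activation of 40% or more, normalized to positive control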;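 note: 100% = tunicamycin at 10 µg/mL and 0% = DMSO alone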
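System: CHO-CHOP luciferase reporter cell line; amount: 500 cells/well; buffer or medium: F12 medium containing 10% fetal bovine serum; incubation: 6 h compound exposure at 37 °C after overnight seeding; measured by: luciferase luminescence after 10 min with Steady-Glo reagent; evaluation: % reporter activation, DMSO baseline versus tunicamycin full activation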
The depositor's hits bear a star; / = no result given.

SMILES	Mdm2-MdmX inh	tim23-1 inh	CXCR6 inh	APJ antag	tim10-1 inh	UPR XBP1 act	APJ agonist	TIM10 inh	UPR CHOP act
Cc1sc2nc[nH]c(=O)c2c1-c1ccc(F)cc1	15	9	7	10	11	0	-4	13	-0.1
NC(=O)C1(N2CCCCC2)CCN(C(=O)CSc2nc(C(F)(F)F)cc(=O)[nH]2)CC1	43	-6	3	-17	-5	-5	-1	-20	0.5
CC(C)(C)c1nnc(NC(=O)NS(=O)(=O)c2ccccc2)s1	5	0	1	0	2	1	-3	11	-1.2
CCN(CC)CCCNC(=O)CSc1c2c(nc3cc(Cl)ccc13)CCCC2	10	24	10	-8	27	-3	-1	3	-0.6
Cc1cc(C)c2c(N)c(-c3nnc(SCc4ccc(Cl)cc4)n3C)sc2n1	-13	-5	6	13	-5	-2	-3	5	1.2
Cc1ccc(S(=O)(=O)NC(=O)Nc2ccc(F)c(F)c2)cc1	10	-3	-6	-18	12	-2	-3	-8	-0.8
CCOc1nc(-c2ccccc2)ccc1-c1noc(-c2cccnc2)n1	37	-4	-5	10	16	5	-3	-7	6.8
OCC[C@@H]1C[C@@H](O)[C@H](O)[C@@]2(OCCc3ccccc32)O1	-1	-11	-8	5	-29	-5	-4	-6	1.5
CC(NC(=O)OC(C)(C)C)C(=O)Oc1cc2oc(=O)cc(-c3ccccc3)c2cc1Cl (stereo not given)	16	43	-2	-10	-51	3	0	-11	1.6
COc1ccc(NC(=O)c2ccc3c(c2)OCO3)cc1Cl	-99	3	-6	0	1	0	-3	5	1.4
COc1ccc(Br)cc1C(=O)NC(=S)Nc1cc(-c2nc3ccccc3[nH]2)ccc1C	81*	4	14	12	14	0	-3	15	3.2
NCCCn1cnc2ccccc21	18	8	1	14	10	-3	-1	-2	0.7
O=C(CSc1ncnc2scc(-c3ccccc3)c12)NC1CCS(=O)(=O)C1 (stereo not given)	2	7	-16	-6	-1	0	-3	6	-0.4
COc1ccc(C(=O)Nc2cccc(C)c2)cc1S(=O)(=O)N1CCOCC1	7	2	-5	16	12	-2	-4	16	-0.5
O=C(c1cc(-c2ccncc2)nc2ccc(Br)cc12)N1CCN(Cc2ccc3c(c2)OCO3)CC1	46	24	-3	-20	29	6	4	23	0.8
CC(=O)N1CCN(c2ccc(NC(=O)c3ccco3)cc2)CC1	-40	-3	-9	3	3	0	-1	11	3.3
Cn1nnc(NC(=S)NC(=O)c2cc(Cl)ccc2Cl)n1	15	41	33	35	41*	-3	-7	11	-2.2
O=C1CCc2cc(S(=O)(=O)NCc3ccccc3)cc3c2N1CC3	14	-4	-2	14	-14	-3	-1	-6	-0.5
CC12CCC(=O)N1C(C(=O)NNC(=O)COc1cccc(C(F)(F)F)c1)CS2 (stereo not given)	0	5	3	-63	-4	0	7	9	-0.1
CC1=NN(Cc2ccccc2)C(=O)C1C(c1ccncc1)C(C#N)C#N (stereo not given)	-13	13	-8	17	22	-3	-3	18	1.9
Cc1ccc(-n2c(SCC(=O)O)nc3c(sc(=S)n3-c3ccc(C)c(C)c3)c2=O)cc1	-17	8	1	-5	13	-4	0	8	0.2
CN(C)CCNCCCOc1ccccc1-c1ccccc1	18	10	/	7	15	2	-3	-10	-2.8
C/C(=N\NC(=O)c1ccccc1O)c1cccc(NC(=O)c2ccccc2)c1	25	1	3	7	10	-4	1	-2	0.8
CCOc1cc(C(=O)NCCCn2ccnc2)cc(OCC)c1OCC	-16	16	-9	1	6	-1	2	-5	-0.4
O=C(N/C(=C/C=C/c1ccccc1)C(=O)N1CCOCC1)c1ccccc1Br	13	16	-1	2	2	-4	-1	-12	-0.2
COc1ccc(OCc2nnc3n2N=C(c2ccc(C)cc2)CS3)cc1	18	30	8	-47	21	-1	-6	-18	-2.3
CC(NC(=O)c1ccc2c(c1)OCO2)c1cccc(C(F)(F)F)c1 (stereo not given)	20	16	6	6	3	-2	-4	-12	2.7
COc1ccc(-c2noc(Cc3ccccc3OC)n2)cc1	-6	10	-2	-10	6	2	-4	0	-0.7
OCCC1CN(Cc2ccc(F)cc2)CCN1CCCc1ccccc1 (stereo not given)	27	-2	0	13	12	-3	-6	-11	1.2
Cc1nc2ccccc2c(=O)n1Nc1cccc(Cl)c1	-15	25	-2	9	29	4	0	23	4.0
CCOC(=O)C1=NNC2(c3ccc(Cl)cc3)C(=O)N(c3ccc(C)cc3)C(=O)C12 (stereo not given)	9	5	5	21	0	-1	-4	6	-0.4
COc1cc(CN2CCN(Cc3ccc([N+](=O)[O-])cc3)CC2)c([N+](=O)[O-])cc1OC	7	-25	-9	-9	-14	-5	7	3	-1.7
O=C(NCCc1ccccc1)C1CCCN1S(=O)(=O)c1ccccc1 (stereo not given)	9	14	-4	8	11	4	-4	-3	0.6
COc1cccc(/C=C2/Sc3ccc(C(=O)NCCCN4CCCC4)cc3NC2=O)c1	35	-14	-3	-9	-8	-1	-4	10	2.7
COCCNC(=S)N=Nc1c(O)[nH]c2c(C)cc(C)cc12	40	-3	-2	16	17	0	1	19	0.7
O=C(CSC1=NC(=O)C(Cc2ccccc2)C(=O)N1)Nc1ncc(Br)cc1Br (stereo not given)	7	1	-6	5	3	-2	-4	-5	-0.2
C#CCOCCOCCOCCNc1nc(N2CCN(C(=O)[C@H](CC(N)=O)n3cc(C(N)[C@@H](C)CC)nn3)CC2)nc(N2CCN(C(=O)[C@H](CCCCN)n3cc([C@@H](N)CC(N)=O)nn3)CC2)n1 (stereo not given in full)	5	7	1	10	-4	-1	-4	3	1.0
Cc1ccc2c(c1)NC(=O)C(CC(=O)NC1CCCCC1C)O2 (stereo not given)	19	22	-2	16	19	0	-4	4	0.5
Cc1ccc(O)c(NC(=O)c2ccc3c(c2)C(=O)N(Cc2ccco2)C3=O)c1	-6	-23	-8	2	-5	-3	2	-16	1.8
Cc1c(CC(=O)N[C@@H](C)C(=O)O)c(=O)oc2cc3c(cc12)CCC(C)(C)O3	12	6	-2	-1	1	-3	-4	8	4.3
O=c1oc(Cl)c(Cl)c2ccccc12	6	64*	2	11	45*	-5	-3	10	88*
Cc1ccc(-n2c(-c3cnccn3)n[nH]c2=S)c(Br)c1	12	-7	-4	1	11	1	1	13	1.4
O=c1[nH]nc(SCc2nnc(-c3ccc([N+](=O)[O-])cc3)o2)n1C1CCCCC1	-4	26	-15	-32	12	0	5	-7	-1.4
COc1ccc2sc(-c3ccc(SC)cc3)c(C#CCO)c2c1	-68	29	-14	-3	1	10	3	1	3.8
O=C(Nc1nccs1)c1ccc(-c2ccccc2[N+](=O)[O-])o1	-78	29	-12	-33	-2	1	1	19	4.2
Cc1ccc(S(=O)(=O)N(C)c2ccc(C(=O)NCc3cccnc3)cc2)cc1	18	4	1	-3	4	-2	-4	7	0.1
Fc1ccc(CNc2nc(-c3cccnc3)nc3ccccc23)cc1	22	33	9	-13	28	3	8	-5	1.9
O=C(CCN1C(=O)c2ccccc2C1=O)NCc1ccco1	-13	4	-12	11	-2	-4	-3	-2	-0.8
CCn1c(N2CCN(S(=O)(=O)c3ccc(F)cc3)CC2)nc2ccccc21	11	40	-10	0	23	-1	-3	17	-1.8
O=C(c1ccncc1)N1CCN(S(=O)(=O)c2cc(C(F)(F)F)cc(C(F)(F)F)c2)CC1	17	5	-2	-47	8	-2	-2	-5	-1.9

Following part:
SMILES	Mdm2-MdmX inh	tim23-1 inh	CXCR6 inh	APJ antag	tim10-1 inh	UPR XBP1 act	APJ agonist	TIM10 inh	UPR CHOP act
COc1ccc(C(=O)NCc2nnc(SCC(=O)N3CCCC3)o2)cc1OC	5	6	-2	-29	-23	0	-4	-12	-0.2
CN(CC(=O)Nc1ccc(F)cc1)C(=O)COC(=O)c1ccc(=O)n(Cc2ccccc2)n1	-6	-6	2	-7	-16	-4	-3	11	-1.7
O=C(COc1ccc(Br)cc1)NCCO	-26	21	-5	-6	20	1	-3	8	-1.7
COc1cc(C)cc(C(=O)O)c1C1=C(O)c2cccc(O)c2C(=O)C1=O	-4	-1	-7	-72	-9	-2	-1	-6	1.2
Cn1c(=O)c2c(nc3n2CCS3)n(C)c1=O	5	-1	-2	-6	-2	-1	-2	-13	0.4
CCn1c(C)csc1=NC(=O)c1ccccc1	7	25	5	-7	-27	1	-3	18	4.9
O=C(O)C1C2CCC(C2)C1C(=O)Nc1ccc(Cl)c(Cl)c1 (stereo not given)	22	-9	-6	-20	-33	-5	-1	-31	-1.5
CCOc1cc(C)nc(N2CCC(C(=O)Nc3ccccc3OCC)CC2)n1	8	0	-10	6	17	-1	-2	15	1.0
Cc1ccc(C(=O)c2ccccc2C(=O)O)c(O)c1	10	10	-2	16	14	-4	1	16	2.4
Cc1nn(CC(=O)OCC(=O)Nc2cccc(S(N)(=O)=O)c2)c(C)c1[N+](=O)[O-]	-27	-5	4	-2	-9	-2	-1	4	0.5
CCC(C)NC(=O)CSc1nnc(-c2cc(-c3cccs3)nc3ccccc23)o1 (stereo not given)	15	9	14	-6	25	-7	-2	5	-0.7
COc1ccc2nc(N3CCCC(C(=O)NCCCN4CCN(C)CC4)C3)sc2c1 (stereo not given)	-7	13	5	13	7	-1	-3	0	-1.6
C/C(N)=N\S(=O)(=O)c1ccc(Cl)cc1	9	7	7	8	10	-4	0	12	-0.1
CCNC(=S)N1CCN(C(=O)C(Cc2ccccc2)NC(C)=O)CC1 (stereo not given)	-9	25	0	-5	18	-4	1	18	52*
CCCc1cc(=O)oc2cc(C)c(CN3CCCC3)c(O)c12	12	59*	-6	1	16	0	12	33	-0.8
Cc1ccc(-n2c(-c3ccccc3)n[nH]c2=S)cc1	-3	24	-3	14	33	-2	4	21	-0.9
COC(=O)c1c(-c2ccc(OC)cc2)sc2ccccc12	-30	31	/	-15	16	5	-3	3	3.4
O=S(=O)(CCc1nc2ccccc2[nH]1)c1ccc(Br)cc1	3	11	-8	-7	0	-1	-1	9	0.0
COc1ccc(C(=O)N(Cc2ccccc2)c2cccc(C)c2)cc1	-4	20	-1	0	26	-4	-3	3	1.5
O=C(Nc1ccccc1C(F)(F)F)c1cc(-c2ccccc2O)on1	-37	4	-11	12	0	3	-2	10	5.6
O=C1CC(Cc2ccc(Br)cc2)C(=O)N1c1ccccc1 (stereo not given)	12	23	11	4	-3	-5	0	-11	-1.0
COc1ccc(-c2nnc(SCC(=O)Nc3cc(S(=O)(=O)N4CCCCC4)ccc3Cl)n2N)cc1	-12	18	-7	10	15	0	-1	11	2.4

A different layout for some results above.
Order of results: Mdm2-MdmX inh	tim23-1 inh	CXCR6 inh	APJ antag	tim10-1 inh	UPR XBP1 act	APJ agonist	TIM10 inh	UPR CHOP act
- Cc1nc2ccccc2c(=O)n1Nc1cccc(Cl)c1
  -15	25	-2	9	29	4	0	23	4.0
- CN(CC(=O)Nc1ccc(F)cc1)C(=O)COC(=O)c1ccc(=O)n(Cc2ccccc2)n1
  -6	-6	2	-7	-16	-4	-3	11	-1.7

Source: PubChem

Only part of the results is shown. The share of hits here may be higher or lower than overall.
